# Screening results (PubChem BioAssay)
# RmlCD inh 1536 = M. tuberculosis RmlC/RmlD inhibition; P9WH09+P9WH11; RmlC+RmlD coupled enzyme assay, percent inhibition; primary screen in compound mixtures; inhibition, % at 3.6 µM; 160,000 compounds, 0.03% hits; in the data active = inhibition mostly above about 34%, no sharp cut-off; inconclusive = no clear call, values can overlap the other calls; inactive = mostly below about 22%; note: some results filed as inactive read as strong as hits
# Target sequence (P9WH09 whole entry, looked up): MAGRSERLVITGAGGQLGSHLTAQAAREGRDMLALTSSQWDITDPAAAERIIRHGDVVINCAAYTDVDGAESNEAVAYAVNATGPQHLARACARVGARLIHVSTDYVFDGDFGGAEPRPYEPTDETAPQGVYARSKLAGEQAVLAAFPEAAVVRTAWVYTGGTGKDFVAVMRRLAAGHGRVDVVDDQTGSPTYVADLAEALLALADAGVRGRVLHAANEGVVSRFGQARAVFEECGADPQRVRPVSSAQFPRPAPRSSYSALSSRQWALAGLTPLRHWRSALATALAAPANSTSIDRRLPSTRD
# Target sequence (P9WH11 whole entry, looked up): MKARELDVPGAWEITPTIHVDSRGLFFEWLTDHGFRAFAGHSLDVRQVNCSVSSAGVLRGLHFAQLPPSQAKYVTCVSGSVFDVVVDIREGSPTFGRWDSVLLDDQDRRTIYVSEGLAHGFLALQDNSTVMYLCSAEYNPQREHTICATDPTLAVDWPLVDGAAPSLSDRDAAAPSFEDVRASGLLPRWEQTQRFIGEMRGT
# GlmU inhibition = inhibition of mycobacterial GlmU enzyme – biochemical, glucosamine-1-phosphate acetyltransferase (AID 1376); M. tuberculosis GlmU acetyltransferase enzyme assay; higher % means a stronger effect; 220,000 compounds, 0.25% hits; one-dose inhibition, %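 (tested at 30 µM in the primary screen)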; IC50 in µM for titrated hits; in the data active = inhibition above about 13%; inconclusive = no clear call, values can overlap the other calls;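 note: 0% = complete reaction with vehicle and 100% = reaction without substrate; strong numbers were not always called active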
# * = called active by the depositor; u = inconclusive; x = not tested or not shown. The list is partial (hit frequency here may not be typical).
SMILES,RmlCD inh 1536,GlmU inhibition
Cc1ccc(Cl)cc1N1CCN(C(=O)C(=O)N2CCCCC2)CC1,-6,2.7%
CC(=O)Nc1ccc(S(=O)(=O)N2CCN(c3cc(C(F)(F)F)ccn3)CC2)cc1,-9,3.6%
CC1(C)CC(=O)c2c(oc3ccc(NS(=O)(=O)c4ccc(C(=O)O)cc4)cc23)C1,x,3.3%
O=C(O)c1cccc(N2C(=O)C3CC=CCC3C2=O)c1 (centres undefined),x,3.4%
COc1ccc(OCCCC(=O)NCCc2ccc(OC)c(OC)c2)cc1,x,-7.0%
COc1ccc(OC)c(CN2CCCC(C(=O)N3CCCCC3)C2)c1 (centres undefined),-8,1.4%
COC(=O)CN1C(=O)C(O)(CC(=O)c2ccc(C)o2)c2ccccc21 (centres undefined),x,4.1%
O=c1c(Cl)c(NC2CC2)cnn1-c1ccccc1,-3,0.4%
O=C(/C=C/c1cn(-c2ccccc2)nc1-c1cccnc1)N1CCCC1,3,2.6%
Cc1ccc(Sc2ncnc(N)c2[N+](=O)[O-])cc1,4,5.2%

# Four of the compounds above, with bars between the fields:
mol | RmlCD inh 1536 | GlmU inhibition
O=C(O)c1cccc(N2C(=O)C3CC=CCC3C2=O)c1 (centres undefined) | x | 3.4%
COc1ccc(OCCCC(=O)NCCc2ccc(OC)c(OC)c2)cc1 | x | -7.0%
COc1ccc(OC)c(CN2CCCC(C(=O)N3CCCCC3)C2)c1 (centres undefined) | -8 | 1.4%
COC(=O)CN1C(=O)C(O)(CC(=O)c2ccc(C)o2)c2ccccc21 (centres undefined) | x | 4.1%

# Further entries:
SMILES,RmlCD inh 1536,GlmU inhibition
COc1cccc(C(=O)Nc2c3c(nn2-c2cccc(C)c2C)CS(=O)(=O)C3)c1OC,4,-0.3%
CC(=O)Nc1ccc(NCC(O)COc2ccccc2)cc1 (centres undefined),0,-6.6%
COc1cc(C2C(C#N)=C(N)N(c3ccc(F)cc3)C3=C2S(=O)(=O)CC3)ccc1O (centres undefined),-4,-3.0%
CN(C)c1ccc(-n2cccc2)cc1,-13,0.9%
CC(C(=O)Nc1ccc(C(=O)O)cc1)N1C(=O)c2ccccc2C1=O (centres undefined),-9,-4.1%
CCSC1=C(C#N)C(c2ccccc2Cl)C(C(=O)c2cccs2)C(O)(C(F)(F)F)N1 (centres undefined),1,1.2%
C#CCN1C(=O)C2C(C(=O)NC)C3C=CC2(O3)C1C(=O)NCc1ccc(OC)cc1 (centres undefined),18,9.3%
CNC(=O)/C(C#N)=C/c1c(N(Cc2ccccc2)Cc2ccccc2)nc2ccccn2c1=O,7,-3.3%
CCN(CC)S(=O)(=O)c1ccc2nc(NC(=O)c3cccs3)sc2c1,7,-1.2%
CC1=[N+](CC(=O)c2ccccc2)CCn2cccc21,13,0.8%
O=C(NCc1cccs1)C1CCCN(c2ncccn2)C1 (centres undefined),-6,4.1%
Cc1cc(C)cc(NC(=S)NCc2ccc3c(c2)OCO3)c1,x,1.8%
COC(=O)CC1C(=O)NCCN1C(=O)CSc1nc2cc(Cl)ccc2o1 (centres undefined),24,-12%
NC(=O)c1cnccn1,x,-3.4%
COc1ccc(Cn2nnnc2C(c2cc3ccc(OC)cc3[nH]c2=O)N2CCCCCC2)cc1 (centres undefined),20,2.7%
CN(C)c1ccnc(-n2cccc2/C=N/OCc2cccc(F)c2)c1C#N,x,-4.3%
COC(=O)c1ccc(Oc2c(C(F)(F)F)oc3c(CN4CCN(C)CC4)c(O)ccc3c2=O)cc1,-5,-1.4%
O=C(CCCC(=O)N(CC(=O)NC1CCCC1)Cc1ccccc1)Nc1ccccn1,x,2.5%
COC(=O)c1sccc1NC(=O)CN(C)NS(=O)(=O)c1ccc([N+](=O)[O-])cc1,x,-4.3%
CC(=O)NC(CCS(C)(=O)=O)C(=O)Nc1nccs1 (centres undefined),-9,-0.1%
CCOC(=O)c1sc(S(C)(=O)=O)c2c1CCc1conc1-2,0,0.1%
CS(=O)(=O)N1N=C(c2ccc(Cl)cc2)CC1c1cccs1 (centres undefined),-12,7.0%
CCOC(=O)/C=C1\NC(=O)CS1,16,-2.7%
O=C1CNC(=O)/C1=C/c1ccc(Br)cc1,4,-1.8%
CSC1=N/C(=C/c2ccc(-n3cncn3)cc2)C(=O)N1,-8,-0.2%
COc1ccc(C(=O)N/N=c2\oc3ccccc3cc2C(N)=O)cc1,4,-2.8%
COc1ccc(/C=C/c2cc(-c3ccc(C)cc3)o[n+]2C)cc1,x,-4.8%
CCS(=O)(=O)N1CCC(C(=O)NC2CCCCCCC2)CC1,5,3.4%
CCCOC(=O)/C(=C\C=C\c1ccco1)NC(=O)c1ccccc1,-5,0.1%
CC1(C)Cc2ccccc2-c2nc3n(c(=O)c21)CCS3,7,-2.9%
Cn1c(=O)oc2cc(S(=O)(=O)N3CCCC(C(=O)NCc4cccs4)C3)ccc21 (centres undefined),9,-1.9%
COc1ccccc1OCC(O)CN1C(=O)NC(C)(C)C1=O (centres undefined),1,1.2%
Cn1c(COc2ccc(Cl)cc2)nnc1SCC(=O)Nc1ccc2c(c1)CCC2,-10,-0.6%
COc1ccc(CNc2ccc([N+](=O)[O-])cc2C)cc1,x,-1.1%
CC1CN(C)C(C)c2c1oc1ccc([N+](=O)[O-])cc21 (centres undefined),9,1.0%
CC(C)S(=O)(=O)c1cnc(N2CCOCC2)nc1N,74,1.9%
O=C(O)CSc1c[nH]c2ccccc12,x,6.6%
C=CCNC(=O)CCCOc1ccc(C)cc1,x,5.5%
COc1ccccc1/C=C/C(=O)OCC(=O)c1c(N)n(C)c(=O)n(C)c1=O,6,-1.1%
C=CCn1c(N)c(C(=O)NC2CCCCC2)sc1=S,15,-4.0%
C=CCNC(=S)NNC(=O)CCC(O)CCCCC (centres undefined),x,0.6%
C=CCn1c(SCc2ccc(C#N)cc2)nnc1-c1ccc(C)cc1,-10,3.9%
COC(=O)c1sc2ncccc2c1OCc1ccc(Cl)cc1,-8,0.6%
CCc1ccc(N2CC(C(=O)N/N=C/c3cccc([N+](=O)[O-])c3)CC2=O)cc1 (centres undefined),-2,-1.3%
CCC(=O)N1CCc2cc(S(=O)(=O)NCCN3CCC(C)CC3)ccc21,4,-3.3%
CC1=CC(=NOC(=O)c2cccc([N+](=O)[O-])c2)C=C(C)C1=O,x,0.8%
CC(c1ccon1)N(C)Cc1cn(C)nc1-c1ccc2c(c1)OCCO2 (centres undefined),10,2.6%
Cc1c2c(n3c(nc4ccccc43)c1C#N)N(CCN(C)C)CC2,-3,5.1%
COCc1ccc(C(=O)Nc2ccc(C(=O)O)cc2)o1,-3,4.3%
Cc1ccc2c(c1)N(CCCC(=O)NCCC1=CCCCC1)C(=O)CO2,x,1.5%
# More structures:
SMILES,RmlCD inh 1536,GlmU inhibition
CC(C)(C)N(NC(=O)Nc1ccccc1)C(=O)c1ccccc1,-9,5.8%
CC(C)Sc1nnc2n(CCc3ccccc3)c(=O)c3c4c(sc3n12)COC(C)(C)C4,x,0.7%
COC(=O)CSC1=NS(=O)(=O)c2ccccc21,10,-5.8%
COc1ccc(S(=O)(=O)N2CCOCC2)cc1NC(=O)CCc1c[nH]c2ccccc12,-34,-0.2%
CC1=CC=CN2C1=NC(=O)CC2(C)C(=O)N(CC(=O)NC1CCCC1)c1ccccc1C (centres undefined),-12,4.4%
COc1ccc(OC)c(NC(=O)CSc2nnnn2C)c1,-9,-0.7%
NC(=S)N/N=C/c1ccc2c(c1)OCCO2,-9,2.8%
COc1ccc(OC)c(-c2cc(C3CCN(c4ncccc4[N+](=O)[O-])CC3)[nH]n2)c1,0,-0.2%
O=C(NNc1ccccc1F)C1CCC1,-2,-3.1%
O=C(O)c1cc(S(=O)(=O)N2CCCCCC2)c(Cl)cc1Cl,x,5.8%

# Whole records, quoted from the list. Order of values: RmlCD inh 1536, GlmU inhibition
# Record of CC1=CC=CN2C1=NC(=O)CC2(C)C(=O)N(CC(=O)NC1CCCC1)c1ccccc1C (centres undefined) : -12, 4.4%
# Record of CC(C)Sc1nnc2n(CCc3ccccc3)c(=O)c3c4c(sc3n12)COC(C)(C)C4 : x, 0.7%
# Record of COc1ccc(S(=O)(=O)N2CCOCC2)cc1NC(=O)CCc1c[nH]c2ccccc12 : -34, -0.2%
# Record of COC(=O)CSC1=NS(=O)(=O)c2ccccc21 : 10, -5.8%
# Record of O=C(NNc1ccccc1F)C1CCC1 : -2, -3.1%

# Other records follow.
SMILES,RmlCD inh 1536,GlmU inhibition
COc1ccc(C(NC(=O)c2ccco2)c2ccc(OC)c(OC)c2)cc1 (centres undefined),x,5.9%
CN1CCN(CC#CCn2c3ccccc3c3ccccc32)CC1,3,0.7%
Oc1ccc(/C=N/NC(=S)Nc2cccnc2)cc1,10,-4.5%
COC(=O)c1ccccc1NC(=O)NCCc1ccccc1OC,4,2.0%
C=CCn1c(SCC(=O)NC2CCCCC2)nnc1C1CCCCC1,8,-0.1%
Cc1cc(C)c2[nH]c(=O)c(CN(Cc3cccs3)C(=S)NCc3ccco3)cc2c1,-10,1.6%
O=C(Nc1ccc(N2CCOCC2)cc1)c1cc(-c2ccncc2)nc2ccccc12,-41,0.2%
CCCC(=Nc1ccccc1)C1=C(O)C(C(=O)OC)C(C)(C)CC1=O (centres undefined),-6,1.6%
NNc1nc2ccc(F)cc2s1,-3,0.8%
C#C[C@]1(O)CC[C@H]2[C@@H]3CCc4cc(O)ccc4[C@H]3CC[C@@]21C,x,-1.4%
O=C(Nc1cccc2ncccc12)c1ccc(OCc2ccccc2)cc1,-11,3.3%
Cc1cc(C)cc(C(=O)N(c2ccccn2)C(C)c2ccco2)c1 (centres undefined),60,7.3%
O=C(O)c1cn(Cc2ccccc2Cl)c2ccc(S(=O)(=O)N3CCOCC3)cc2c1=O,-6,1.8%
CCN(CCO)C(=O)CC1C(=O)NCCN1Cc1c(F)cccc1Cl (centres undefined),-15,-0.4%
C=CCNC(=O)c1c(Cl)cccc1Cl,-7,3.5%
Cc1nnc(-c2cnn(C)c2N)n1Cc1ccc(Cl)cc1,8,0.7%
COC(=O)CCC(=O)OC1(C)C(=O)C2=CN(CCCOC(C)C)C(c3ccc(OC)cc3)=CC2=C(Br)C1=O (centres undefined),x,7.7%
Cc1ccc(NC(=O)CN(C)C(=O)Cn2cc(C(F)(F)F)cc(Cl)c2=O)cc1,0,1.6%
CCn1c2ccccc2c2cc(NC(=O)COC(=O)c3cccc(S(=O)(=O)NC)c3)ccc21,-10,0.5%
CC(C)(C)Nc1nc(NC(C)(C)C)nc(-n2ccnc2)n1,0,0.3%
CCCN(CCC)CC(O)CN1C(=O)NC(C)(C)C1=O (centres undefined),5,1.1%
O=C(N/N=C/c1cc2c(cc1Br)OCO2)c1c[nH]c2ccccc12,4,-0.3%
c1ccc2[nH]c(CN3CCN(c4ncnc5c4oc4ccccc45)CC3)nc2c1,13,2.4%
Cn1c(=O)c2[nH]c(-c3ccccc3Cl)c(O)c2n(C)c1=O,14,6.7%
COc1ccc2c(CC(=O)Nc3nccs3)coc2c1,9,-2.4%
Cc1nc(NS(=O)(=O)c2ccccc2)sc1C(=O)NN,10,0.7%
O=C(NCc1ccc(Cl)cc1)C1CCC(CNc2c(N3CCOCC3)c(=O)c2=O)CC1 (centres undefined),4,-3.3%
O=C(OCC1OC2C(Oc3nc(=O)ccn32)C1O)c1ccccc1 (centres undefined),0,3.6%
COc1cc(Cc2ccc(N)c(OC)c2)ccc1N,x,4.6%
Cn1c(CN2CCCCC2)nc2cc([N+](=O)[O-])ccc21,-1,0.5%
NS(=O)(=O)c1cccc(NC(=O)CCSc2ccc(Cl)cc2)c1,3,-6.2%
O=C(Nc1cccc(-c2nc3ccccc3s2)c1)c1ccc2c(c1)OCO2,x,-1.7%
CCOCCCNC(=S)Nc1cc(C)cc(C)c1,x,-2.9%
CCC(CC)C(=O)c1c[nH]c(C(=O)NCCCN2CCOCC2)c1,-15,x
COc1ccccc1N1C(=O)NC(=O)C(CCc2ccncc2)(CCc2ccncc2)C1=O,-8,6.4%
C=CCn1c(SCC(=O)Nc2cc(C)c(Cl)cc2OC)nnc1-c1ccco1,u,3.6%
Cc1ccc(C(=O)NCCn2c(N)c(C#N)c3nc4ccccc4nc32)cc1,1,3.6%
CCC(Sc1ccc2nnc(-c3cccnc3)n2n1)C(=O)OC (centres undefined),-11,5.3%
CCOc1ccc(NCCC#N)cc1,x,3.4%
CN(C)c1ccc(/C=N/NC(=O)CCCO)cc1,39,11%

# Rewritten with two lines to a compound: 7 of the compounds above.
# Each structure is followed by: RmlCD inh 1536, GlmU inhibition
COc1ccc(OC)c(CN2CCCC(C(=O)N3CCCCC3)C2)c1 (centres undefined)
  -8, 1.4%
COC(=O)CN1C(=O)C(O)(CC(=O)c2ccc(C)o2)c2ccccc21 (centres undefined)
  x, 4.1%
O=c1c(Cl)c(NC2CC2)cnn1-c1ccccc1
  -3, 0.4%
O=C(/C=C/c1cn(-c2ccccc2)nc1-c1cccnc1)N1CCCC1
  3, 2.6%
Cc1ccc(Sc2ncnc(N)c2[N+](=O)[O-])cc1
  4, 5.2%
COc1cccc(C(=O)Nc2c3c(nn2-c2cccc(C)c2C)CS(=O)(=O)C3)c1OC
  4, -0.3%
CC(=O)Nc1ccc(NCC(O)COc2ccccc2)cc1 (centres undefined)
  0, -6.6%

# Next part:
SMILES,RmlCD inh 1536,GlmU inhibition
Oc1[nH]c2ccccc2c1C=Nc1ccc2c(c1)OCCO2,-4,8.0%
COc1cc(OC)cc(C(=O)N2CCC(C(=O)Nc3ccc4c(c3)OCCO4)CC2)c1,-5,-0.2%
CCOc1ccccc1C(=O)NN1C(=O)C2CCCCC2C1=O (centres undefined),-8,-0.8%
O=C(Nc1cccnc1Cl)c1cc(-c2ccco2)on1,-12,8.1%
